SK-BR-3 tox 24h = SK-BR-3 proliferation inhibitors | viability, % at 10 µM | SK-BR-3 viability, CellTiter-Glo ATP luminescence, 24 h; stronger effect = lower value | hit rate 0.47% among 41,000;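 active = viability at or below the median of all test compounds minus 3 SD, in both replicates if run twice, cut at about 45% in these data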;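 also: 100% = median untreated cell wells and 0% = median positive control drug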
* = called active by the depositor. Only part of the results is shown; the hit share may differ from the screen's.

SMILES | SK-BR-3 tox 24h
Cc1ccc2oc(C(=O)Nc3c(C)n(C)n(-c4ccccc4)c3=O)c(C)c2c1 | 94
CCc1ncc(C(O)c2cccc3ccccc23)n1C (stereo not given) | 89
CCOC(=O)N1CCN(S(=O)(=O)c2ccc(C)cc2)C1c1ccccc1 (stereo not given) | 120
CCOC(=O)NC(Nc1ncccn1)(C(F)(F)F)C(F)(F)F | 91
CCCCN1C(=O)/C(=C2\SC(N3CCCCC3)=NC2=O)c2ccccc21 | 143
COC(=O)CN(c1ccccc1)S(=O)(=O)c1ccc(F)cc1 | 123
O=c1c2nnn(Cc3ccccc3)c2ncn1-c1ccccc1 | 75
Nc1[nH]nc2nc(NCc3ccccc3)c3c(c12)CCN(Cc1ccccc1)C3 | 101
CCOC(=O)Cc1csc(NC(=O)c2ccco2)n1 | 82
Clc1ccc(-c2nnc3sc(-c4ccc(Br)o4)nn23)cc1 | 89
CCNc1nnc(-c2ccc(C)cc2)o1 | 87
Cn1c(SCc2cccnc2)nc2cccnc21 | 107
CCc1cccc(CC)c1NC(=O)CSc1nnc(C(C)C)n1CC | 68
COCCCN(C(C)=O)c1nc(-c2ccc(OC)cc2)cs1 | 106
O=C(O)c1cnn2c(C(F)(F)F)cc(-c3ccco3)nc12 | 102
COc1cc(C2Nc3cccc4cccc(c34)N2)cc(OC)c1OC(C)=O | 83
Cc1nc2oc3ccccc3c(=O)c2c(=O)n1Cc1ccccc1 | 84
c1cc(C2CCCCC2)ccc1Oc1nc(N2CCOCC2)nc(N2CCOCC2)n1 | 50
Cc1nc(SCC(=O)NCc2ccc3c(c2)OCO3)c(C#N)c2c1CCCC2 | 98
COCc1[nH]nc2c1C(c1sccc1C)C(C#N)=C(N)O2 (stereo not given) | 102
COc1ccccc1CN(CC(=O)NCC1CCCO1)C(=O)CNS(=O)(=O)c1ccc(C)cc1 (stereo not given) | 93
Cc1nc2nc(CSc3nnc(C)s3)cc(=O)n2[nH]1 | 105
CCCCOc1ccc(C(=O)NC)cc1 | 102
CCCn1nc(NC(=O)CC(C)C)c2cc3ccccc3nc21 | 83
CC(=O)c1c(C)n(-c2ccccc2)c2ccc(O)cc12 | 101
COCCNS(=O)(=O)c1ccc2c(c1)C(=O)c1cc(S(=O)(=O)NCCOC)ccc1-2 | 89
Cc1cnc(C(=O)Nc2ccc(C(=O)N(C)C3CCCCC3)cc2)cn1 | 82
O=C(O)c1cc(O)ccc1-c1ccc(O)cc1 | 84
O=C(O)C1CCCCC1C(=O)Nc1ccccn1 (stereo not given) | 96
CC(NC(=O)Nc1ccc(F)cc1F)c1ccncc1 (stereo not given) | 91

Some of these compounds in order of count of non-hydrogen atoms, rising:
SMILES | SK-BR-3 tox 24h
CCCCOc1ccc(C(=O)NC)cc1 | 102
CC(=O)c1c(C)n(-c2ccccc2)c2ccc(O)cc12 | 101
Cc1cnc(C(=O)Nc2ccc(C(=O)N(C)C3CCCCC3)cc2)cn1 | 82
Cc1nc(SCC(=O)NCc2ccc3c(c2)OCO3)c(C#N)c2c1CCCC2 | 98

Other compounds.
SMILES | SK-BR-3 tox 24h
COc1ccccc1NC(=O)C1=C(C)Nc2ncnn2C1c1cccs1 (stereo not given) | 116
CS(=O)(=O)N(CC(=O)N1CCN(Cc2ccccc2)CC1)C1CCCCC1 | 95
O=C(Cc1nn[nH]n1)NCCC1=CCCCC1 | 78
Cc1ccc(NC2=NC(c3ccc(O)cc3)n3c(nc(C)cc3=O)N2)cc1 (stereo not given) | 78
CC(C)OCCCn1c(=NC(=O)c2ccncc2)c(C#N)cc2c(=O)n3ccccc3nc21 | 82
O=C(Cc1ccccc1)Nn1cnc2ccccc21 | 101
O=C(Cn1nnc2ccccc21)C1CC1 | 88
CCOc1cccc(NC(=O)C2CCCN(S(=O)(=O)c3ccc(-n4cnnn4)cc3)C2)c1 (stereo not given) | 83
O=C(Oc1ccc2c(c1)OCC2=O)c1ccccc1 | 97
Cc1occc1-c1nnc(SCC(=O)NCc2cccs2)n1CC1CCCO1 (stereo not given) | 91
COc1cccc(C(=O)N2CCN(S(=O)(=O)Cc3ccccc3)CC2)c1 | 85
CCC(C)NC(=O)c1c(N)n(/N=C/c2ccccn2)c2nc3ccccc3nc12 (stereo not given) | 98
O=C(Cn1cnc2c(cnn2-c2ccccc2)c1=O)NCc1ccccc1 | 105
C[C@H](NC(=O)OC(C)(C)C)C(=O)NCC1CCC(C(=O)O)CC1 (stereo not given in full) | 100
CC(C)CNC(=O)CN(C1CCCCC1)S(C)(=O)=O | 103

Three neighbouring records already listed, quoted:
SMILES | SK-BR-3 tox 24h
Cc1ccc2oc(C(=O)Nc3c(C)n(C)n(-c4ccccc4)c3=O)c(C)c2c1 | 94
CCc1ncc(C(O)c2cccc3ccccc23)n1C (stereo not given) | 89
CCOC(=O)N1CCN(S(=O)(=O)c2ccc(C)cc2)C1c1ccccc1 (stereo not given) | 120

The listing picks up with the 6 entries that preceded the break.
SMILES | SK-BR-3 tox 24h
Cc1occc1-c1nnc(SCC(=O)NCc2cccs2)n1CC1CCCO1 (stereo not given) | 91
COc1cccc(C(=O)N2CCN(S(=O)(=O)Cc3ccccc3)CC2)c1 | 85
CCC(C)NC(=O)c1c(N)n(/N=C/c2ccccn2)c2nc3ccccc3nc12 (stereo not given) | 98
O=C(Cn1cnc2c(cnn2-c2ccccc2)c1=O)NCc1ccccc1 | 105
C[C@H](NC(=O)OC(C)(C)C)C(=O)NCC1CCC(C(=O)O)CC1 (stereo not given in full) | 100
CC(C)CNC(=O)CN(C1CCCCC1)S(C)(=O)=O | 103
CCC(=O)Nc1ccc2nc(C3CC3)n(Cc3ccccc3)c(=O)c2c1 | 83
CC(=O)[C@H]1CC[C@H]2[C@@H]3CCC4=CC(=O)CC[C@]4(C)[C@H]3CC[C@]12C | 95
COc1cccc(-n2cc3c(=O)n(C)c(=O)n(C)c3c2)c1 | 87
C=CCOc1ccc(/C(O)=C2\C(=O)C(=O)N(CCOC)C2c2cccnc2)cc1 (stereo not given) | 92
CC1(C)NC(=O)N(CC(O)CNC23CC4CC(CC(C4)C2)C3)C1=O (stereo not given) | 90
CCOC(=O)c1ccccc1NC(=O)c1ccccc1N(C)S(C)(=O)=O | 114
O=C(NCc1ccco1)C(c1ccncc1)N(CCC1=CCCCC1)C(=O)Cn1nnc2ccccc21 (stereo not given) | 79
Cc1cccc(COc2ccc(/C(O)=C3\C(=O)C(=O)N(CCN(C)C)C3c3ccncc3)cc2)c1 (stereo not given) | 121
COC(=O)CN(c1nc(C)c(Cl)c(OC)n1)S(=O)(=O)c1ccc(C)cc1 | 85
CCOC(=O)N1CCN(c2ncnc3c2cnn3-c2ccc(Cl)cc2)CC1 | 78
CCOC(=O)c1c(C)oc2c1c(/C=N/c1ccccn1)c(O)c1ccccc12 | 87
CSc1c(CC(=O)NCCO)n(C)c2ccccc12 | 118
Cc1n[nH]c(C)c1S(=O)(=O)N1CCCC(C(=O)N2CCN(c3ccc(Cl)cc3)CC2)C1 (stereo not given) | 70
CCOc1cc(C)c(Cl)cc1S(=O)(=O)N1CCCC1 | 81
O=C1COc2ccc(C(=O)COC(=O)c3ccc4ccccc4n3)cc2N1 | 101
O=C(c1ccc(=O)oc1)N1CCN(C(c2ccccc2)c2ccccc2)CC1 | 92
O=S(=O)(NC1CCN(Cc2ccccc2)CC1)c1cccc2cccnc12 | 88
Cc1cc(C(=O)OCc2nnc(-c3ccccc3)o2)c(C)n1-c1ccccc1 | 87
COc1ccc(N2CCN(CC(=O)N3CCC(C)CC3)CC2)cc1 | 94
Cn1c(CSc2nc3ccccc3s2)n[nH]c1=S | 98
Cc1cccc(Nc2n[nH]c(=S)s2)c1C | 93
CCOC(=O)c1ccc(COC(=O)c2cc3ccccc3oc2=O)o1 | 94
Cc1nn2c(-c3ccco3)nnc2c2ccccc12 | 125
CCn1c(SCC(=O)Nc2ccccc2C)nnc1-c1ccccc1O | 82
Cc1nc2nc[nH]n2c(=O)c1NC(=O)c1cccc(OCC(C)C)c1 | 103
Cn1nnc(NC(=O)CSc2nnnn2-c2ccc(F)cc2)n1 | 111
CC1CCCCC1NS(=O)(=O)c1ccc(S(=O)(=O)N2CCCC2)cc1 (stereo not given) | 85
CSc1nc(C)cc(OCC#N)n1 | 88
Cc1onc(-c2ccccc2)c1C(=O)NC(CC(=O)O)c1ccc(OC(C)C)cc1 (stereo not given) | 91
COc1ccc(N2CC(C(=O)Nc3ncccc3C)CC2=O)cc1 (stereo not given) | 102
COC(=O)CSc1nnc(C)n1-c1cccc(C#N)c1 | 114
O=c1nc(N2CCOCC2)ccn1-c1nc(-c2ccccc2)oc1-c1ccccc1 | 66
Cc1cc(Cl)ccc1N1C(=O)CC(SCCC(=O)O)C1=O (stereo not given) | 103
CCc1nccn1S(=O)(=O)c1ccc2ccccc2c1 | 87
CC(C)OC(=O)C(C#N)c1nc2ccccc2nc1N1CCN(Cc2ccccc2)CC1 (stereo not given) | 105
COc1ccc(-c2cc(=O)oc3cc(OCc4nn[nH]n4)ccc23)cc1 | 86
Cc1nc2c(F)c(F)c(C(F)(F)F)c(F)c2[nH]1 | 95
O=C(CSc1nc2ncccc2[nH]1)c1ccc(F)cc1 | 81
O=C(CSc1nc2c(c(=O)n1-c1ccc(F)cc1)SCC2)NCc1ccco1 | 108
Cc1nc2ncnn2c(N2CCN(c3cccc(C(F)(F)F)c3)CC2)c1C | 101
N#CC1=C(c2ccccc2)N=P(N2CCOCC2)(N2CCOCC2)N=C1N1CCOCC1 | 110
Cc1ccc(NS(=O)(=O)c2cc(C(=O)O)ccc2Cl)c(C)c1 | 96
CC(C)OC(=O)CSc1nnc(-c2cccnc2)n1N | 96
COc1cc(-c2nn3c(-c4ccccc4)nnc3s2)cc(OC)c1OC | 107
CCCCOC(=O)CCc1c(C)[nH]c(=O)c(C#N)c1C | 93
c1ccc(-c2nn3c(Cn4cnc5ccccc54)nnc3s2)cc1 | 86
CCOc1ccc(S(=O)(=O)Nc2cccc(Cl)c2)cc1 | 83
CCCCCCn1c(CN2CCCCC2C)nc2c1c(=O)n(C)c(=O)n2C (stereo not given) | 72
CCCCC(=O)O[C@H]1CC[C@H]2[C@@H]3CCc4cc(O)ccc4[C@H]3CC[C@]12C | 109
COc1ccc(C2CC(=O)C3=C(C2)Nc2ccccc2N(C(=O)C2CC2)C3c2cccnc2)cc1OC (stereo not given) | 108
C=CCn1c(SCC(=O)OC)nc2sc3c(c2c1=O)CCN(C)C3 | 113
C[C@]12CC[C@@H]3c4ccc(O)cc4CC[C@H]3[C@@H]1CC[C@@H]2OC(=O)CCC(=O)O | 94
COc1ccc(-n2nnnc2-c2cccc(OC)c2)cc1 | 127
Cc1cc(C)cc(NCC(=O)Nc2c(C)cccc2C)c1 | 91
CC1CCCN(c2oc(-c3cccc4ccccc34)nc2C#N)C1 (stereo not given) | 86
O=C(Oc1ccccc1C(=O)N1CCOCC1)c1cccc(Br)c1 | 88
CC(Sc1n[nH]c(=O)[nH]c1=O)C(=O)OCc1ccccc1 (stereo not given) | 80
O=C(Nc1ccc2nc(-c3cccs3)[nH]c2c1)c1ccco1 | 92
CCOc1cc(S(=O)(=O)NCC2OCCc3ccccc32)c(OCC)cc1-n1cnnn1 (stereo not given) | 89
O=C(Nc1ccc2c(c1)CCC2)C1CCN(c2c3c(nc4ncnn24)CCC3)CC1 | 90

New compounds follow.
SMILES | SK-BR-3 tox 24h
CC(C)(C)c1cc(C(=O)O)c(CN2CCCCC2)o1 | 118
COC(=O)c1cccc(NC(=O)Cn2nnc3ccccc32)c1 | 102
O=C(O)CCCC(=O)Nc1nc(-c2ccc(F)cc2)cs1 | 54
Cc1ccc(S(=O)(=O)C(C#N)c2nc3ccccc3nc2N2CCC(C)CC2)cc1 (stereo not given) | 73
Cc1cc(-n2c(SCCC#N)nnc2-c2cccnc2)ccc1Cl | 101
COc1cc(CNC(=O)OCC(C)C)cc(OC)c1OC | 120
CS(=O)(=O)N1CCCC(C(=O)NCCc2ccccc2)C1 (stereo not given) | 89
Cc1cc(C)n(-c2nc3ccccc3c(=O)n2OCCOc2ccccc2)n1 | 105
O=c1oc2c(CN3CCCCCC3)c(O)ccc2cc1-c1nc2ccccc2[nH]1 | 66
CCn1c(SCC(=O)Nc2ccccc2-c2ccccc2)nnc1-c1ccoc1C | 72
COCc1c(C(N)=O)nnn1-c1nonc1N | 134
CCNC(=O)COC(=O)c1ccc(S(=O)(=O)N2CCCCCC2)cc1 | 100
COc1ccc2c(c1)CCc1c(C(=O)N3CCCC3)noc1-2 | 89
CN(C)S(=O)(=O)N1CCN(C(=O)N(c2ccccc2)c2ccccc2)CC1 | 99
Cc1ccc(Oc2nsnc2N2CCOCC2)cc1 | 111
Cc1occc1C(=O)Nc1c(F)cc(F)cc1Br | 93
CCOC(=O)c1ccc(CNC(=O)C2CCCCC2C(=O)OCC(F)(F)F)o1 (stereo not given) | 84
O=c1c2ccccc2n2cnnc2n1-c1ccccc1 | 98
O=C(CSc1oc(-c2ccc(F)cc2)nc1S(=O)(=O)c1ccccc1)NCC1CCCO1 (stereo not given) | 92
Fc1ccc2c(c1)[C@H]1OCC[C@H]1[C@@H](c1ccco1)N2 | 99
CCc1nc(C)cc(N)c1OCc1ccccc1 | 93
O=C(Nc1nc(-c2cccnc2)cs1)c1ccc(S(=O)(=O)N2CCOCC2)cc1 | 86
OC(COc1ccc2ccccc2c1Cl)CN1CCOCC1 (stereo not given) | 83
O=C(Nc1ccc(S(=O)(=O)N2CCc3ccccc3C2)cc1)C1CCCO1 (stereo not given) | 80
CCCCC(=O)NC1(C(F)(F)F)C(=O)Nc2c1c(=O)[nH]c(=O)n2Cc1ccco1 (stereo not given) | 73
O=C(C1CCC(C(=O)N2CCc3ccccc32)CC1)N1CCc2ccccc21 (stereo not given) | 112
COC(=O)c1sc(NC(=O)Cc2cccs2)nc1C | 88
Cc1ccc(-n2c(Cc3cccs3)nnc2SCC(=O)OC(C)C)cc1 | 100
O=c1cc(Cn2ccnc2)c2cc3c(cc2o1)CCC3 | 106
